# APP 5UTR inh: APP translation inhibition. inhibition, % at 2 µM. 190,000 compounds, 0.82% hits. SH-SY5Y APP 5'UTR-luciferase reporter, luminescence. AID 1285;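 active means inhibition above a set limit, derived from the sample mean plus 3 SD, cut at about 45% in these data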; further: values of inactives mirror those of a sister screen read the other way
# STAT3 activator: STAT3 signaling activation; U3A cells, IL-6 STAT3-luciferase reporter, luminescence; 100% = signal with IL-6 EC80 alone; activation (% of control), % at 5.6 µM; 190,000 compounds, 0.91% hits;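 active means activation above the screen-wide mean of compound activation plus 3 SD, cut at about 130% in these data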;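 further: 0% = background luminescence of wells with medium and substrate only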
#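 Test system: Human STAT1-deficient U3A cells with stable STAT3-luciferase reporter | Also added: Interleukin-6, 33 ng/mL | Timing: Compound pre-incubation 1 h before IL-6, then 6 h stimulation at 37 °C | Technique: Luciferase reporter luminescence | Read-out: Percent of IL-6-only median luminescence | Benchmarks: IL-6-only wells as 100% reference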
# Diaph inh CS: diaphorase inhibition or chemical oxidation counter-screen. diaphorase resazurin-to-resorufin fluorescence, NADH, 16 min; bacterial (C. kluyveri) enzyme, not human. inhibition, % at 20 µM. 190,000 compounds, 0.69% hits;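 active means primary screen inhibition at 20 µM above a set limit, cut at about 50% in these data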;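 further: plate controls were DMSO with full reaction for no effect and wells lacking NADH for full effect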
#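 Detection: fluorescence of resorufin formed from resazurin, Ex 544/Em 590 nm; test system: Clostridium kluyveri diaphorase enzyme; amount: 0.14 U/mL diaphorase, enzyme working solution; times: 16-min room-temperature incubation before reading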
# G6PDH CS: L. mesenteroides G6PDH inhibition counter-screen; Purified L. mesenteroides G6PDH, diaphorase/resazurin coupled fluorescence, 45 min; inhibition, % at 5 µM; 200,000 compounds, 0.12% hits; AID 1020; in the data active means inhibition above about 50%
# STAT1 inh: reduces IFN-gamma driven STAT1 reporter signal | 200,000 compounds, 0.35% hits | NIH 3T3 STAT1-luciferase reporter, luminescence | inhibition, % at 5.5 µM | AID 920;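 active means inhibition above a set limit, the mean inhibition across all tested compounds plus 3 SD, cut at about 34% in these data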;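 further: 0% = IFN-gamma with DMSO and 100% = IFN-gamma with 300 µM nifuroxazide; values of inactives mirror those of a sister screen read the other way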
# STAT1 act: increases IFN-gamma driven STAT1 reporter signal; NIH 3T3 STAT1-luciferase reporter, luminescence; 100% = IFN-gamma alone, no compound; activation (% of control), % at 5.5 µM; 200,000 compounds, 2.6% hits; AID 932;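 active means activation above the screen-wide mean activation plus 3 SD, cut at about 130% in these data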;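 further: raw ratio to IFN-gamma control signal so 100% means no change and 0% no light; values of inactives mirror those of a sister screen read the other way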
# STAT3 blocker: inhibitors of IL-6 induced STAT3 signaling; U3A cells, IL-6 STAT3-luciferase reporter, luminescence; host cell line lacks STAT1; inhibition, % at 5.5 µM; 190,000 compounds, 0.89% hits; AID 862;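 active means inhibition above the mean inhibition across all screened compounds plus 3 SD, cut at about 44% in these data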;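 further: 0% = DMSO only wells and 100% = 100 µM nifuroxazide control wells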
# TLR4-MyD88 BLA: blocks binding of human TLR4 to MyD88; HeLa CL3-4 TLR4/MyD88 BLA complementation, FRET ratio; inhibition, % at 8.4 µM; 200,000 compounds, 0.18% hits; AID 861; in the data active means inhibition above about 25%;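 further: 0% = vehicle and 100% = reference inhibitor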
# Target sequence (O00206 whole entry, looked up): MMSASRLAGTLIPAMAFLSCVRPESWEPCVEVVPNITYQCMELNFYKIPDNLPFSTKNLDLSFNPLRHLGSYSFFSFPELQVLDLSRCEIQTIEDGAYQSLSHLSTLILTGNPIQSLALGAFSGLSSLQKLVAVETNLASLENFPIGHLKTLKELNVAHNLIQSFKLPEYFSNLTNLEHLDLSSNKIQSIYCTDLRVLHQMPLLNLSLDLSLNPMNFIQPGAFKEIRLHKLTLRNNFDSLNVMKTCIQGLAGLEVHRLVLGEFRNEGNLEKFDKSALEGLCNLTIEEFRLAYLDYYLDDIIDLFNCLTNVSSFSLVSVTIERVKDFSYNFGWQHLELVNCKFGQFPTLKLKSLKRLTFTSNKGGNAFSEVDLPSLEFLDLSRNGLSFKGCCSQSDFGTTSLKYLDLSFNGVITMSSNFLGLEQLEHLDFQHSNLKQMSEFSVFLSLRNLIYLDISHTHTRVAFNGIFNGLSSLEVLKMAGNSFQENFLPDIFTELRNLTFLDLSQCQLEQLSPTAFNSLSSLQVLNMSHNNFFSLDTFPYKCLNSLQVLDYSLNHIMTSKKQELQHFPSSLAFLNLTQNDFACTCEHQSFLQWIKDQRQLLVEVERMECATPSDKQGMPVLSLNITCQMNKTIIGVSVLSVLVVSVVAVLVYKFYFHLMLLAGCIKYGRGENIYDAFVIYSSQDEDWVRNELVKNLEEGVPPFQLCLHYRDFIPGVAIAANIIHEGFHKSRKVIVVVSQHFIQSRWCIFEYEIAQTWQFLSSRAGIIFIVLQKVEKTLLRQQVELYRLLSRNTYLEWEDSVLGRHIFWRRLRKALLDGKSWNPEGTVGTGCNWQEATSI
# Target sequence (Q99836 whole entry, looked up): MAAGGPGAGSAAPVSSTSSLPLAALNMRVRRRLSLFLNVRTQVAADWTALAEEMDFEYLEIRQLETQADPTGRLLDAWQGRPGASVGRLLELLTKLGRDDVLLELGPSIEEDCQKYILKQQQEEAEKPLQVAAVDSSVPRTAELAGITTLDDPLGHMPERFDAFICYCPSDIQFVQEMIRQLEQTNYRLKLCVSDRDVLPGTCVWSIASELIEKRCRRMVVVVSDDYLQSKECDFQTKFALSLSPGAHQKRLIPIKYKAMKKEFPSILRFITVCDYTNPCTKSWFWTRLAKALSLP
# Diaph act CS: diaphorase activation or chemical reduction counter-screen; 190,000 compounds, 0.005% hits; AID 1229; Diaphorase/resazurin coupled assay, resorufin fluorescence, 16 min; active compounds read high; 1 = vehicle wells, 0 = NADH-free wells; activation factor at 20 µM;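 active means diaphorase activity raised at least twofold by the compound at 20 µM; inactive means activation factor below 2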
#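 Test system: Clostridium kluyveri diaphorase, purified enzyme. Buffer or medium: 50 mM HEPES pH 7.4 buffer plus MgCl2 and Tween 20. Also added: 0.114 mM NADH and 0.1 mM resazurin, final amounts. Dosing: compound 20 µM once, DMSO 1%. Schedule: 16 min enzyme reaction, ambient temperature. Detection: fluorescence of resorufin, 544 nm excitation, 590 nm emission.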
# Hsp70 activator: switches on Hsp70 transcription; HeLa Hsp70 promoter luciferase reporter, luminescence; scaled: vehicle 0, proteasome-inhibitor control 100%; activation, % at 10 µM; 200,000 compounds, 0.04% hits; AID 1203;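 active means activation above the mean across all tested compounds plus 3 SD, cutoff set per campaign, cut at about 5.5% in these data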;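 further: 100% = MG132 at 30 µM as the positive control and 0% = DMSO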
# * hit, by the source's call; . = not tested or not shown.
SMILES,APP 5UTR inh,STAT3 activator,Diaph inh CS,G6PDH CS,STAT1 inh,STAT1 act,STAT3 blocker,TLR4-MyD88 BLA,Diaph act CS,Hsp70 activator
Cc1nn(CC(=O)NC(C)C)c(C)c1[N+](=O)[O-],5,98,7,-5,-10,108,10,-2,0.9,-0.2
CS(=O)(=O)N(CC(=O)Nc1ccccc1-c1ccccc1)c1cccc(F)c1,-8,104,24,7,6,93,-2,9,0.8,-0.3
CCC(C(=O)OCC(=O)Nc1ccc(C(N)=O)cc1)c1ccccc1 (centres undefined),5,97,7,-6,-1,100,10,-4,0.9,0.0
O=C(NCCc1ccccc1)C(=O)NCC1OCCN1S(=O)(=O)c1ccc([N+](=O)[O-])cc1 (centres undefined),-10,109,0,2,3,98,-12,7,1,-0.2
Cc1ccc(NC(=O)COC(=O)c2ccc3c(c2)C(=O)N(CCc2ccccc2)C3=O)c(C)c1,3,91,-1,-2,4,96,11,-12,1,0.3
O=C(CCc1nc2ccccc2[nH]1)NC1CCCCC1,14,98,11,5,14,88,3,6,0.9,-0.3
O=C(/C=C/c1ccc[nH]1)c1ccccc1,-39,92,12,0,-13,113,11,4,0.9,0.0
O=S(=O)(c1ccc(Cl)cc1)N1CCN(C2CCCCCC2)CC1,1,98,10,6,-10,109,11,0,0.9,-0.4
Cc1ccc(C(=O)NCCc2sc(C)nc2C)cc1,1,98,4,-8,-2,102,-2,-8,1,-0.4
O=C(N1CCCC1)C12CC3CC(CC(C3)C1)C2,11,94,9,-1,-5,103,10,3,0.9,-0.2
COCCNCCCOc1ccc(Br)cc1Cl,-13,89,7,-2,7,94,16,2,0.9,0.2
O=C(Nc1cccc(F)c1)NC1CCCCC1,-40,103,-4,3,-15,114,0,-2,1,0.2
Cc1ccc(-c2nc(N3CCOCC3)sc2C(=O)N2CCCCC2)cc1,8,90,-5,-11,9,92,10,-15,1.1,-0.2
COc1cc(OC)nc(NC(=S)NC(=O)c2ccccc2)n1,-14,110,10,6,12,89,-7,2,0.9,-0.2
O=C(Nc1ccccc1N1CCN(c2ccccc2)CC1)c1cccc(F)c1,-2,105,24,7,-5,105,-3,9,0.8,0.0
O=C(Nc1ccc2c(c1)OCO2)c1ccc(Br)c(S(=O)(=O)N2CCCC2)c1,-18,73,10,2,11,90,36,11,0.9,-0.1
CCc1ccc(S(=O)(=O)NCCc2csc(C)n2)s1,-16,99,-4,8,0,100,10,-14,1,-0.3
N/C(Cc1ccc(Cl)cc1Cl)=N\OC(=O)Cc1cccs1,-23,103,11,2,0,100,-6,-4,0.9,-0.4
Cc1ccc2nc(NC(=O)C3CCN(S(=O)(=O)c4cccnc4)CC3)sc2c1,6,80,30,3,3,97,32,-6,0.7,-0.3
CC(C)(C)NS(=O)(=O)c1cccc2nsnc12,0,102,.,.,-13,112,1,2,.,0.0
CC(C)Oc1ccccc1-c1nc(SCC(=O)O)n[nH]1,1,98,5,-1,3,97,4,-8,0.9,-0.1
Cc1ccc(Cl)cc1NC(=O)Cn1cc(C(F)(F)F)cc(Cl)c1=O,3,99,3,-18,-5,105,4,6,1,-0.2
O=C(OCC(=O)N1CCCC1)c1ccco1,-21,104,-2,9,-5,104,1,-14,1,-0.3
CCOC(=O)CNC(=O)c1ccc2c(c1)OCCO2,-15,104,2,0,-18,116,-2,-8,1,0.4
CC(NC(=O)COC(=O)c1ccc2c(c1)S(=O)(=O)N=C1CCCCCN12)C12CC3CC(CC(C3)C1)C2 (centres undefined),28,99,-14,8,-7,106,1,12,1.1,0.3

# (next part)
SMILES,APP 5UTR inh,STAT3 activator,Diaph inh CS,G6PDH CS,STAT1 inh,STAT1 act,STAT3 blocker,TLR4-MyD88 BLA,Diaph act CS,Hsp70 activator
CC(C)(C)NC(=O)CSc1nc(O)cc(=O)n1-c1ccccc1F,-8,102,17,6,2,98,5,16,0.8,-0.5
CCOC(=O)c1c(C)nc(SC)c(C#N)c1-c1ccccc1,-19,101,7,9,-6,106,4,-8,0.9,0.3
CC(NCC(O)COCc1cccs1)C1CC2CCC1C2 (centres undefined),-21,103,2,-2,4,96,-7,-3,1,-0.2
COc1ccc(NC(=O)CS(=O)CC(=O)Nc2cc(Cl)ccc2OC)cc1 (centres undefined),11,95,5,-7,5,96,9,10,0.9,0.1
Cc1ccc(S(=O)(=O)NC(C(=O)N2CCOCCOCCOCCOCC2)c2ccccc2)cc1 (centres undefined),20,104,3,12,3,96,0,-7,1,-0.3
CC(Sc1nnc2ccccn12)C(=O)N1CCc2ccccc2C1 (centres undefined),-23,103,19,-2,-3,103,-2,5,0.8,0.3
COc1ccc(/C=C2\SC(=O)N=C2N)cc1,-24,107,13,20,-9,108,-6,7,0.9,-0.5
COc1ccc(C(=O)NCCNc2ccc([N+](=O)[O-])cc2)cc1,10,97,26,4,0,98,11,6,0.7,-0.1
COc1ccc2c(c1)c(C(=O)CN1CCC(C(N)=O)CC1)c(C)n2C,-11,100,9,2,5,96,4,-4,0.9,-0.1
COc1ccc(NC2CC(=O)N(c3ccc(C(=O)O)cc3)C2=O)cc1 (centres undefined),18,101,7,6,-18,115,0,4,0.9,0.0
Cc1ccc(N2C(=O)N(Cc3ccccc3C)c3ccccc3S2(=O)=O)cc1,-6,99,15,2,15,88,-2,0,0.8,-0.3
CCCOc1ccc(Br)cc1CSC(=N)N,-1,66,3,4,23,79,43,2,1,-0.4
CCNc1ccc(S(=O)(=O)N(C)C)cc1NCC(=O)Nc1c(F)cccc1F,10,100,21,-4,-5,105,2,-9,0.8,-0.3
Cc1ccc(OCC(O)Cn2nc(C)cc2C)cc1 (centres undefined),-1,99,.,16,-6,104,3,-9,.,-0.1
COC(=O)CS(=O)(=O)c1ccsc1C(=O)Nc1ccc(F)c(F)c1,4,95,13,5,2,98,11,-8,0.9,-0.1
CCn1c(C)cc(=S)c2ccccc21,-1,96,26,-14,9,92,6,-1,0.7,-0.2
O=C(NCCCN1CCOCC1)c1sc2ccccc2c1Cl,-20,106,20,14,-18,116,-1,-1,0.8,-0.2
Cc1csc(SCC(=O)N(C)CC(=O)Nc2ccc(F)cc2)n1,-10,94,8,0,2,96,14,14,0.9,0.3
CC(=O)Nc1cc(C(=O)N2CCCC2)ccc1S(=O)(=O)c1ccc(C)cc1,-4,95,8,1,5,96,13,-15,0.9,0.3
OCc1cc(C(O)CNCCCCCCOCCCCc2ccccc2)ccc1O (centres undefined),.,.,-3,9,.,.,.,.,1,-0.2
CCOP(=O)(OCC)c1nc(-c2ccccc2Cl)oc1N1CCOCC1,-4,98,9,2,-2,102,4,-15,0.9,-0.3
CC(C)C(C)NC(=O)COc1ccc([N+](=O)[O-])cc1Cl (centres undefined),-22,94,4,5,-1,101,11,-7,1,-0.6
COc1cc(C2C(C#N)=C(N)Oc3n[nH]c(-c4ccccn4)c32)cc(OC)c1OC (centres undefined),3,99,5,4,-2,100,6,-7,0.9,0.0
CC(=O)C1=C(C)Nc2ncnn2C1c1ccc(Cl)cc1Cl (centres undefined),-13,90,0,12,2,99,13,2,1,0.0
C/C(N)=C(/C#N)C(=O)COC(=O)C(NS(=O)(=O)c1ccc(Cl)cc1)C(C)O (centres undefined),9,101,18,3,2,98,4,19,0.8,0.2

# Ordered by SMILES length (lowest first): part of the list above
SMILES,APP 5UTR inh,STAT3 activator,Diaph inh CS,G6PDH CS,STAT1 inh,STAT1 act,STAT3 blocker,TLR4-MyD88 BLA,Diaph act CS,Hsp70 activator
O=C(NCCCN1CCOCC1)c1sc2ccccc2c1Cl,-20,106,20,14,-18,116,-1,-1,0.8,-0.2
CC(=O)C1=C(C)Nc2ncnn2C1c1ccc(Cl)cc1Cl (centres undefined),-13,90,0,12,2,99,13,2,1,0.0
CCOP(=O)(OCC)c1nc(-c2ccccc2Cl)oc1N1CCOCC1,-4,98,9,2,-2,102,4,-15,0.9,-0.3

# Going on with the list:
SMILES,APP 5UTR inh,STAT3 activator,Diaph inh CS,G6PDH CS,STAT1 inh,STAT1 act,STAT3 blocker,TLR4-MyD88 BLA,Diaph act CS,Hsp70 activator
CCOC(=O)CNC(=O)CN1C(=O)CC(c2ccccc2)S(=O)(=O)c2ccccc21 (centres undefined),-6,104,-7,6,-1,98,0,8,1.1,-0.2
COC(C(=O)Nc1ccccc1F)c1ccccc1 (centres undefined),15,97,0,1,7,97,4,-2,1,-0.3
CC1CCN(C2(O)C(=O)Nc3ccc([N+](=O)[O-])cc32)CC1 (centres undefined),14,88,12,-3,4,96,25,12,0.9,0.0
COc1ccccc1CNC(=O)CN(c1cccc([N+](=O)[O-])c1)S(C)(=O)=O,-3,109,-3,13,-4,100,-6,17,1,2.3
C=CCc1cccc2cc(C(=O)NC3CCCCC3)c(=O)oc12,-37,89,11,8,5,94,17,0,0.9,0.0
O=C(COC(=O)CC1CC2CCC1C2)NC(=O)NCc1ccco1 (centres undefined),14,101,9,15,2,101,-1,-6,0.9,-0.7
CC1(C)CC(c2csc(N)n2)CCO1 (centres undefined),2,106,16,15,2,98,-2,-2,0.8,-0.4
CCN(CC)CCNC(=S)Nc1ccc2nc3n(c(=O)c2c1)CCCCC3,-17,99,1,-4,-4,103,5,3,1,-0.4
O=C(CN(c1ccccc1)S(=O)(=O)c1ccccc1)N/N=C/c1ccc(OC2CSC2)cc1,3,110,4,-11,9,92,-6,-1,1,-0.6
CN(C[C@@H](CC1CCCCC1)N(C[C@H](Cc1ccccc1)N(CCc1ccccc1)N=O)N=O)N=O,2,.,25,4,-1,102,.,-10,0.8,-0.1
CCOc1cccc(-c2nnc(SCC(=O)Nc3ccc(OC)c(OC)c3)n2N)c1,8,107,15,0,-2,102,-3,-4,0.8,-0.2
Cc1ccccc1Nc1nc(N)nc(COC(=O)c2ccc(O)cc2)n1,-12,82,8,3,-3,103,24,8,0.9,-0.1
COc1ccccc1/C=C/C(=O)NC(=S)N(C)C1CCCCC1,8,83,3,2,2,98,23,-1,1,-0.2
Cc1cc(Nc2cc(F)ccc2C)n2ncnc2n1,-4,107,10,29,6,95,-9,19,0.9,-0.2
Cn1c(N2CCOCC2)c(/C=N/OC(=O)c2ccc(F)cc2)c2ccccc21,40,99,19,-1,0,100,7,-1,0.8,-0.3
CC(C)(C)NC(=O)CSc1nnc(SCC(=O)NC(C)(C)C)s1,-2,97,8,3,0,98,10,25,0.9,-0.5
O=C(c1ccccc1)N1CCN(C(=O)c2cc3ccccc3o2)CC1,3,97,11,10,1,99,7,3,0.9,-0.5
COc1ccc(NC(=O)C2CC(=O)OC23CCOC(C)(C)C3)cc1 (centres undefined),1,105,10,14,1,99,1,-10,0.9,-0.4

# High-throughput results from PubChem BioAssay.
